High-throughput results as filed in PubChem BioAssay.
DAGLB inhibitor: blocks human DAGLB lipase activity; HEK293T DAGLB membrane lysate, EnzChek fluorogenic substrate; inhibition, % at 5.17 µM; hit rate 0.059% among 340,000; AID 504411; in the data active means inhibition above about 34%;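 further: 0% = enzyme with vehicle and 100% = wells lacking enzyme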
Pemphigus Ab inh: human desmoglein-3 autoantibody binding inhibition | binding (percent of control), % at 10 µM | hit rate 0.48% among 310,000 | AID 588358 | DSG3-coupled beads, scFv-anti-DSG3-GFP binding, flow cytometry; active compounds read low;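 active means binding more than 3 SD below its plate's average and above zero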;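 further: hits lower antibody fragment binding to DSG3; some compounds called inactive have numbers as strong as hits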
V-ATPase pHluor: regulators of yeast V-ATPase proton transport | S. cerevisiae, pHLuorin cytosolic pH fluorescence | response, % at 10 µM | hit rate 0.37% among 350,000 | AID 504577; in the data active means response mostly above about 7.3%, no sharp cut-off; inactive means mostly below about 5.4%; further: actives read high; inactives centre near 0; some compounds called inactive have numbers as strong as hits; reference of the scale not given here
MOR-DOR ag: OPRM1-OPRD1 heterodimerization agonism; P35372+P41143; cells, luminescence; activation, % at 9.3 µM; AID 504326; hit rate 0.3% among 340,000; in the data active means activation above about 18%;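 further: 0% = vehicle-treated cells and 100% = reference agonist; values of inactives mirror those of a sister screen read the other way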
Target sequence (P35372 whole entry, looked up): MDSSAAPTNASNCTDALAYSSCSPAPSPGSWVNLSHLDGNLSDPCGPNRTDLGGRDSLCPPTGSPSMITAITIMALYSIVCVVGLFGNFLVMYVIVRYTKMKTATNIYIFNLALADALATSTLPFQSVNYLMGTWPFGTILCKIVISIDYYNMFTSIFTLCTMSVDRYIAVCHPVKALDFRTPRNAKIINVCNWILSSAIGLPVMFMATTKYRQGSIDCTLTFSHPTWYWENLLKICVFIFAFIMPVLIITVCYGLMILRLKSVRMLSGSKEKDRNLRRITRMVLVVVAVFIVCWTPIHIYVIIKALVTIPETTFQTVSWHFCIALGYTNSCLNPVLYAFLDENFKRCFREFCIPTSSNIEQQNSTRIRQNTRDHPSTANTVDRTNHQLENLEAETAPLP
Target sequence (P41143 whole entry, looked up): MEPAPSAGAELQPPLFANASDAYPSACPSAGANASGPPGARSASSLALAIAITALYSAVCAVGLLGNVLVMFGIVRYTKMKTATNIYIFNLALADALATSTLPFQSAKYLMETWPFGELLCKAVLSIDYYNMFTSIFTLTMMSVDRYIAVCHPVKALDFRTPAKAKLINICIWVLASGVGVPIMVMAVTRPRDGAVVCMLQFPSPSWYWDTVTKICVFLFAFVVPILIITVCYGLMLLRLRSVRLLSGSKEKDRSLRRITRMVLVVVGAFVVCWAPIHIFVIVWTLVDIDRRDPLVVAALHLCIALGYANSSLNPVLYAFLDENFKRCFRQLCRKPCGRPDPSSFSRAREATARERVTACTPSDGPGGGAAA
PKA-R2B act: PKA-R2B complex activation. P22694+P31323. activation, % at 11.4 µM. PKA-R2B holoenzyme dissociation, Cy5-IP20 fluorescence polarization; R2B truncated from residue 108, S112A mutant; 0% DMSO only, 100% 113 µM cGMP. AID 504700. hit rate 0.079% among 340,000;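 active means activation above a cutoff set at the mean over all compounds plus 3 SD, cut at about 18% in these data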;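 further: higher means more holoenzyme dissociation and a rise in polarization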
MOR-DOR inv ag: mu-delta opioid heterodimer inverse agonism; P35372+P41143; cell-based MOR-DOR heterodimer luminescence; inhibition, % at 9.3 µM; hit rate 0.21% among 340,000; in the data active means inhibition above about 22%, passing the limit was not always enough;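 further: 0% = cells with DMSO and 100% = wells without cells with DMSO; values of inactives mirror those of a sister screen read the other way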
Arrestin-AP2 inh: inhibitors of human beta-arrestin and AP2 interaction | inhibition, % at 10 µM | hit rate 0.31% among 340,000 | FITC-arrestin peptide / GST-AP2 beads, flow cytometry; AP2 beta2 appendage carries R879A mutation;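 active means inhibition above a set limit, near 3 SD of compounds lacking own fluorescence, cut at about 54% in these data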;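 further: plate controls were DMSO wells for no effect and 5 µM unlabelled arrestin peptide for full effect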
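System: GST-AP2 R879A glutathione beads; medium: PBS, Tween 20 0.05%, BSA 0.1%; reagent: fluorescein-tagged arrestin peptide at 50 nM final; schedule: pre-incubation 12 min, peptide binding 1 h, room temperature; detection: flow cytometry, FL1 (488/535 nm); read-out: inhibition as reduced fluorescein signal on beads, percent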
HTR5A ag: HTR5A agonism, opioid heterodimer counter-screen; HTR5A agonist assay, luminescence, cell-based; AID 504692; activation, % at 9.3 µM; hit rate 0.61% among 340,000; P47898; in the data active means activation mostly above about 9.5%, no sharp cut-off; inactive means mostly below about 7.6%;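 further: 0% = cells with vehicle only and 100% = reference agonist; strong numbers were not always called active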
PKA-R1A activ: PKA-R1A complex activation. P00514+P68181. PKA-R1A dissociation, Cy5-IP20 fluorescence polarization; scaled: DMSO 0%, 113 µM cGMP 100%. activation, % at 11.4 µM. hit rate 0.083% among 340,000;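 active means percent activation above the mean of all tested compounds plus 3 SD, cut at about 19% in these data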;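 further: higher means more PKAc released from R1A so a rise in polarization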
HTR5A inv ctr: inverse agonist of human HTR5A in OPRM1-OPRD1 counter-screen; P47898; HTR5A cell line, luminescence, inverse agonism; inhibition, % at 9.3 µM; hit rate 0.083% among 340,000; in the data active means inhibition mostly above about 23%, no sharp cut-off; inactive means mostly below about 18%;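 further: 0% = cells with DMSO and 100% = no-cell wells with DMSO; some compounds called inactive have numbers as strong as hits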
* marks the source's active call; other numbers are inactive results; / = not tested or not shown.

compound | DAGLB inhibitor | Pemphigus Ab inh | V-ATPase pHluor | MOR-DOR ag | PKA-R2B act | MOR-DOR inv ag | Arrestin-AP2 inh | HTR5A ag | PKA-R1A activ | HTR5A inv ctr
FC(F)(F)c1n[nH]c(=S)n1/N=C/c1ccco1 | 0.3 | 106.9 | -2.8 | -1.8 | -0.8 | 9.6 | -20.9 | -0.5 | -6.4 | -1.3
O=C(COC(=O)c1cc(Cl)ccc1[N+](=O)[O-])NCc1ccc(Cl)cc1Cl | -0.1 | 114.5 | 6.3 | 4.8 | 2.6 | -25.9 | 10.1 | 1.2 | 0.6 | -4.7
CC(=O)N1CCc2cc(C(=O)CN3CCN(c4ccccn4)CC3)ccc21 | -1.6 | 85.7 | 0.8 | -2.5 | -6.1 | 13.1 | 42.3 | 4.1 | 9.9 | -11.2
CCO/C(C)=C1\N=C(c2ccc(Cl)cc2)OC1=O | 0.6 | 100.0 | -0.7 | -1.9 | -3.3 | 11.0 | 18.3 | -0.7 | 6.1 | -5.1
CC(NS(=O)(=O)/C=C/c1ccccc1)c1ccccc1 (configuration not stated) | 0.0 | 102.0 | 2.6 | -1.6 | 0.0 | 7.6 | 9.5 | 3.5 | 8.2 | 5.4
CCN(CC)CCCN1C(=O)C(=O)/C(=C(/O)c2c(C)nc3ccccn23)C1c1ccc(C)o1 (configuration not stated) | -0.1 | 100.0 | -1.1 | -2.7 | -11.0 | 14.4 | 32.6 | 1.3 | -4.1 | -4.2
O=C(Cc1cccc(NC(=O)C2CCN(C(=O)C3CCC3)CC2)c1)Nc1cccc(C(=O)N2CCCCC2)c1 | 0.7 | 106.7 | -0.3 | -0.2 | -3.2 | 0.9 | -6.6 | -6.4 | 0.3 | 22.0
Cc1ccccc1C(=O)Nc1c2c(nc3ccccc13)CCCC2 | -2.1 | 98.4 | 1.3 | -2.8 | -5.0 | 14.3 | -15.4 | 1.1 | -6.1 | -2.8

2 records drawn at random from the list so far:
compound | DAGLB inhibitor | Pemphigus Ab inh | V-ATPase pHluor | MOR-DOR ag | PKA-R2B act | MOR-DOR inv ag | Arrestin-AP2 inh | HTR5A ag | PKA-R1A activ | HTR5A inv ctr
Cc1ccccc1C(=O)Nc1c2c(nc3ccccc13)CCCC2 | -2.1 | 98.4 | 1.3 | -2.8 | -5.0 | 14.3 | -15.4 | 1.1 | -6.1 | -2.8
O=C(Cc1cccc(NC(=O)C2CCN(C(=O)C3CCC3)CC2)c1)Nc1cccc(C(=O)N2CCCCC2)c1 | 0.7 | 106.7 | -0.3 | -0.2 | -3.2 | 0.9 | -6.6 | -6.4 | 0.3 | 22.0

Other structures follow:
compound | DAGLB inhibitor | Pemphigus Ab inh | V-ATPase pHluor | MOR-DOR ag | PKA-R2B act | MOR-DOR inv ag | Arrestin-AP2 inh | HTR5A ag | PKA-R1A activ | HTR5A inv ctr
CC(C)n1c(SC2C(=O)CC(C)(C)CC2=O)nc2c1c(=O)n(C)c(=O)n2C | -0.4 | 83.7 | -0.4 | -2.3 | -6.8 | 12.9 | 13.1 | 0.3 | -5.6 | -13.7
O=C(O)C1Cc2ccccc2CN1S(=O)(=O)c1ccc2ccccc2c1 (configuration not stated) | 5.3 | 101.5 | -3.1 | -0.9 | 0.9 | 5.3 | 14.7 | 0.5 | -4.4 | -19.7
O=C(c1cccc(NC2=NC3CS(=O)(=O)CC3S2)c1)N1CCN(c2cccc(Cl)c2)CC1 (configuration not stated) | 4.2 | 102.2 | -5.0 | 0.3 | 3.2 | -1.7 | -6.1 | 2.8 | -0.5 | -16.7
Cc1ccccc1Cn1ccc(-c2ccc3c(c2)OCO3)n1 | -11.7 | 97.9 | 8.3 | 4.0 | -6.9 | -20.0 | 5.6 | 4.0 | 0.2 | -10.3
CCN=C(Nc1ccc2c(c1)OCO2)SC1CC(=O)N(c2ccccc2F)C1=O (configuration not stated) | -2.8 | 105.3 | -0.3 | 0.3 | -2.5 | -1.6 | -3.1 | 0.1 | -5.5 | -0.7
O=C(O)COc1cccc(NC(=O)C2CCCO2)c1 (configuration not stated) | -0.8 | 102.1 | 1.6 | 0.7 | 7.1 | -4.0 | 3.3 | -5.0 | 7.4 | 7.4
CC(=O)c1ccc(NC2c3ncccc3C(=O)N2Cc2ccc(F)cc2)cc1 (configuration not stated) | -1.5 | 101.0 | 2.9 | 1.8 | -4.3 | -10.0 | -6.7 | -2.1 | -4.5 | -19.9
COc1ccc(N(C(=O)c2csnn2)C(C(=O)NC2CCCC2)c2cccs2)cc1 (configuration not stated) | 0.8 | 110.0 | -0.2 | -2.5 | -9.9 | 13.2 | -5.1 | -1.2 | 15.3 | 3.2
OC1COC(c2ccccc2)OC1C1OC(c2ccccc2)OCC1O (configuration not stated) | -1.3 | 99.6 | -0.3 | -1.7 | -3.6 | 8.5 | 7.0 | 2.4 | -19.8 | 14.2
COc1ccc(CNC(=O)CC(C)S(=O)(=O)c2ccc3c(c2)NC(=O)CO3)cc1 (configuration not stated) | -0.3 | 108.6 | 1.5 | -3.2 | -10.7 | 16.4 | -6.8 | 3.2 | -8.8 | 2.0
CC(C)c1ccc(OCC(=O)NCc2n[nH]c(=O)c3ccccc23)cc1 | 0.4 | 103.5 | 1.0 | -1.1 | -5.5 | 7.4 | -3.5 | 0.9 | -3.2 | -2.7
O=C(NC(Cc1ccccc1)C(=O)O)/C(=C\c1ccco1)NC(=O)c1ccco1 (configuration not stated) | -0.1 | 77.1 | -5.3 | -3.3 | -2.1 | 16.6 | 3.5 | 2.9 | -1.4 | -7.9
Cc1ccc(C)c(N(CC(=O)NC2CCCCC2)C(=O)c2csnn2)c1 | 0.0 | / | -0.7 | -0.8 | 3.7 | 5.2 | 5.3 | 0.4 | 6.0 | -19.2
CC(=O)Nc1ccc(NC(=O)c2ccc(N(C)S(=O)(=O)c3ccc(C)cc3)cc2)cc1 | -1.5 | 105.2 | 2.6 | -1.4 | -16.0 | 9.3 | -8.7 | 1.6 | -11.6 | -7.5
O=C(C1CC(=O)N(c2ccc3c(c2)OCCO3)C1)N1CCN(Cc2ccccc2)CC1 (configuration not stated) | 0.8 | 105.9 | -2.2 | -3.1 | 1.6 | 12.2 | 0.3 | -2.8 | 3.5 | 4.2
O=C(NC1CCS(=O)(=O)C1)c1cnccn1 (configuration not stated) | 0.4 | 104.0 | 1.3 | -1.1 | -8.1 | 6.4 | 3.8 | 1.1 | -8.8 | 14.7
O=C(Cc1ccccc1)N[C@@H](Cc1ccccc1)C(=O)O | -1.8 | 95.2 | 3.3 | -1.6 | 4.4 | 9.3 | -0.1 | 1.9 | 0.8 | -5.4
COc1cc(NS(=O)(=O)c2ccc(OC)c(OC)c2)cc(OC)c1 | -2.8 | / | -1.1 | -3.6 | -15.8 | 16.6 | 7.7 | -6.6 | 1.0 | 3.8
COc1cccc(CNC(=O)CC(NC(C)=O)c2ccccc2)c1 (configuration not stated) | -1.8 | 100.0 | 0.4 | -3.1 | -8.6 | 15.4 | 8.7 | -1.9 | 1.2 | 16.6
CCC1(CC)Cc2ccccc2C(=O)N1 | -2.1 | 96.0 | 1.0 | -3.3 | 2.9 | 17.4 | 3.0 | -4.5 | -7.8 | 5.7
O=C(CSc1cccc(C(F)(F)F)c1)Nc1cc(S(=O)(=O)N2CCCC2)ccc1Cl | -2.3 | 104.2 | 3.4 | 0.8 | -13.7 | -4.0 | -3.7 | 0.4 | 2.6 | -10.6
N#CCSc1n[nH]c2nc3c(c(=O)n12)C1(CCCCC1)Cc1ccccc1-3 | 8.7 | 100.2 | -3.9 | -3.6 | -4.2 | 19.3 | -6.8 | -2.7 | 2.2 | 5.0
CCCC1CCC(c2ccc(/C(N)=N/O)cc2)CC1 (configuration not stated) | 1.8 | / | -2.1 | 0.7 | -0.8 | -3.3 | -5.3 | 3.9 | -3.4 | -9.9
Cc1nc(-c2ccc(NC(=O)C3CC3)cc2)cs1 | -1.6 | / | 0.4 | -1.2 | 2.4 | 7.5 | 0.5 | 1.8 | 1.2 | 2.0
COc1ccc(NC(=O)CSc2nc3scc(C)c3c(=O)[nH]2)cc1 | 3.9 | 100.7 | 1.0 | -1.8 | 6.6 | 9.2 | -5.9 | 0.0 | 5.0 | 0.1
CC(=O)N1CCN(C(=O)c2cc(S(=O)(=O)N(C)c3ccc(F)cc3)ccc2Cl)CC1 | -0.6 | 98.7 | 0.5 | -3.0 | 5.4 | 14.5 | -8.3 | -0.6 | -4.5 | 0.2
CC(C)c1nnc(NC(=O)CCC(=O)N2CCN(c3ccccc3F)CC2)s1 | 1.2 | 97.0 | -2.2 | -3.8 | -11.7 | 19.7 | 0.2 | 0.2 | -6.8 | 12.9
COc1cc(OC)cc(C(=O)N[C@H](C(=O)OCC(=O)Nc2ccc(F)c(F)c2F)C(C)C)c1 | -1.8 | / | 0.0 | 2.8 | -14.1 | -12.7 | -2.8 | -4.5 | 2.4 | -13.7
CC(C)/C=C1\CC/C(=C\c2ccc(N(C)C)cc2)C1=O | -31.1 | / | -2.1 | 1.3 | -2.9 | -6.9 | -7.1 | 2.9 | -1.9 | -27.6
Cc1ccc(C)c(OCc2ccc(C(=O)N3N=C(C(F)F)CC3(O)C(F)F)o2)c1 (configuration not stated) | 4.0 | / | 5.7 | 12.5 | -6.8 | -60.3 | -1.9 | 12.1 | -11.5 | -34.5
Cc1cc(=O)[nH]c(NCCO)n1 | -1.5 | 99.8 | -2.0 | -1.8 | 1.0 | 8.7 | 7.5 | 1.9 | 0.5 | -17.0
COc1ccc(NC(=O)Nc2cccc(C)n2)c(OC)c1 | -2.5 | 87.5 | -5.6 | -1.6 | 13.0 | 7.0 | 11.7 | 3.2 | -6.6 | -12.0
COc1ccc(NC(=O)CN(C)C(=O)c2ccccc2CCc2ccccc2)cc1 | -6.1 | 102.4 | 1.1 | 4.5 | -12.1 | -23.7 | -1.6 | -1.3 | 0.4 | 3.6
CC1CCCCC1NC(=O)/C(C#N)=C/c1ccc(F)c(F)c1 (configuration not stated) | 0.0 | 114.5 | 0.6 | 0.0 | -12.1 | 0.0 | 3.2 | -5.7 | 1.3 | 14.4
CCNC(=S)NNC(=O)c1c(Cl)c(C)nn1C | 1.4 | / | 2.4 | -1.4 | -1.2 | 7.4 | 0.6 | 0.2 | -12.5 | 12.3
NNC(=S)Nc1ccc(S(=O)(=O)N2CCCCC2)cc1 | -5.0 | 108.3 | 0.2 | 2.0 | 7.9 | -10.9 | 14.8 | -4.4 | 5.0 | 19.6
O=C(CN1C(=O)CCC1=O)Nc1ccc(Cc2ccc(NC(=O)CN3C(=O)CCC3=O)cc2)cc1 | -1.1 | 105.6 | 0.7 | -1.7 | -5.4 | 8.3 | 8.6 | 1.7 | -1.5 | -1.9
COc1ccc(S(=O)(=O)Nc2cccc3c2O[C@H](CN(C)C)[C@@H](C)CN([C@H](C)CO)C3=O)cc1 | -0.4 | / | 3.3 | -2.8 | 2.9 | 15.7 | 0.1 | 5.0 | -8.5 | 13.9
